# Bioassay records (PubChem)
# LDHA inh: inhibitors of human lactate dehydrogenase A; P00338; purified LDHA, NADH/diaphorase-resazurin fluorescence; active compounds read low; activity change, % (values are at about 110 or 230 µM); 480,000 tested, 0.15% active; AID 1347041; in the data active = activity change below about -30%; inconclusive = mostly about -25% to -30%;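 note: plate controls were DMSO wells for no effect and wells without enzyme for full effect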
#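 Resorufin fluorescence (ex540/em590), read at 0 and 20 min after diaphorase/resazurin addition, reports the NADH left after a 5 min room-temperature reaction of 2 nM human LDH5 with 0.06 mM NADH and 0.2 mM pyruvate.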
# Numbers without * were called inactive; ? = inconclusive; & = joins results of further samples. An excerpt. The share of hits here may be higher or lower than overall.
LDHA inh	smiles
11	Cc1ccccc1CN1CCN(S(=O)(=O)c2ccc(CC(=O)O)s2)CC1
5	CC1CCCCN1C(=O)CN1C(=O)N(c2cc(F)ccc2F)S(=O)(=O)c2ccccc21 (centres undefined)
4	O=C(/C=C/c1cccc(O)c1)c1cccs1
-15	O=C(c1ccc2c(c1)nc1n2CCCCC1)N1CCN(c2ccccc2F)CC1
-10	O=C(Cc1c[nH]c2ccccc12)NCCc1ccc(Cl)cc1
0	O=C(O)CCc1ccc(-c2ccc(Br)cc2)n1NC(=O)c1ccc(O)cc1
8	CCC1(CC)Cc2ccccc2-c2nc(CN3CCCC3)[nH]c(=O)c21
0	S=c1[nH]c(-c2ccc(Cl)cc2Cl)cs1
1	CCc1c(C(=O)Nc2ccccc2C#N)csc1C
-1	CC(C)NC(=O)CNC(=O)C(=O)Nc1cccc2[nH]ccc12
7	S=c1sc2c(s1)SCOCS2
8	Cc1ccc(C(=O)N/C(=C/c2ccccc2)C(=O)NCC(=O)O)cc1
4	Cc1nc(N2CCN(C(=O)CN3CCCCC3)CC2)c(C#N)c2c1COC(C)(C)C2
-10	CCC(=O)Oc1ccc2c(C)c(Cc3ccccc3)c(=O)oc2c1
0	CCc1ccc(-n2nnc(C(=O)Nc3nccs3)c2C)cc1
43	COc1ccc(-c2nc(C#N)c(NC(C)c3ccccc3)o2)cc1 (centres undefined)
0	CC(C)(O)C#Cc1ccc(C(=O)NC(Cc2c[nH]c3ccccc23)C(=O)O)cc1 (centres undefined)
3	CCC(C(=O)Nc1ccc(N(C)C)cc1)n1nnc2ccccc2c1=O (centres undefined)
-8	CCc1ccc(NC(=O)Cc2nc(-c3c(N)n(C)c(=O)n(C)c3=O)cs2)cc1
8	CC(C)(C)CC(C)(C)NC(=O)c1ccc(C#N)cc1
1	CCn1ccc2cc(S(=O)(=O)N3CCC(C(=O)NCCCOC(C)C)CC3)ccc21
4	CCOCCCNCc1ccc(C(=O)O)cc1
?	CCOc1ccccc1NC(=O)N1CCC2(CC1)c1cccn1-c1ccc(C)cc1N2CC
0	Cc1cc(C(=O)NCc2ccccn2)sc1C
-1	COc1ccc(NC(=O)C(C)n2cccn2)cc1OC(F)F (centres undefined)
3	Cc1ccc(C(=O)C(Sc2ncccn2)c2ccc(C)cc2)cc1 (centres undefined)
0	COc1ccccc1CNC(=O)CCc1ncc(-c2ccccc2)o1
-4	CN(C)CCN(CC(=O)OC(C)(C)C)C(=O)/C=C/c1ccccc1F
-3	CCOC(=O)[C@]12CCC=C1N(Cc1ccc(Cl)cc1Cl)C(=O)[C@H](CC(=O)NCCc1ccccc1OC)C2
0	CCCCNC(=O)c1cccc2ncccc12
1	CCOc1ccc(S(=O)(=O)N(CC)CC)cc1NC(=O)c1cccc(CN2CCCC2=O)c1
4	C=CCNCc1sccc1C
-24	COc1ccc(CCC(=O)Nc2nc(C)c(C(C)=O)s2)cc1OC
1	Cc1ccc(NC(=O)c2cc3ccc(O)cc3oc2=O)cc1
-1	CCN(C(=O)c1cc2c(s1)-c1ccccc1SC2)c1ccccc1C
0	Cc1ccc(-c2ccnc(=S)[nH]2)cc1C
3	Cc1ccc2nc(/C(C#N)=C/c3cc(C)c(C)cc3C)[nH]c2c1
8	Cn1c(=O)c2[nH]c(CN3CCC(Cc4ccccc4)CC3)nc2n(C)c1=O
2	COc1ccc(C2C3=C(CC(C)(C)CC3=O)Nc3nc(-c4cccc(O)c4)nn32)cc1 (centres undefined)
-1	Nc1nccnc1C(=O)NCc1ccccc1CN1CCCCC1
-15	CC(=O)c1cccc(NC(=S)NNC(=O)c2ccc(-c3ccccc3)cc2)c1
1	COc1ccc(Br)c(C(=O)OC(C)C(=O)Nc2c(C)n(C)n(-c3ccccc3)c2=O)c1 (centres undefined)
4	Cc1c(C)n(-c2ccc(F)c(F)c2)c2ncnc(Cl)c12
-3	Cc1nc2ccc(S(=O)(=O)N(CC(=O)N3CCC(C)CC3)Cc3ccccc3)cc2s1
-1	COc1ccc(C(=O)Nc2oc3c(C)cccc3c(=O)c2-c2ccc(OC)c(OC)c2)cc1OC
-12	N#Cc1nc(-c2ccccc2Cl)oc1N1CCCCCC1
-1	O=C1/C(=C/c2cccc(Br)c2)CCc2ccccc21
11	O=C(O)COc1c(Cl)cc(/C=C2/NC(=O)NC2=O)cc1Cl
0	CCCOc1cccc(-c2cc(C(=O)NC(C)C)c3ccccc3n2)c1
3	O=S(=O)(Nc1cccc2c1CCCC2)c1ccccc1Cl

# Carrying on:
LDHA inh	smiles
-1	COCCNC(=O)Cn1cc(S(=O)(=O)Cc2ccccc2F)c2ccccc21
10	COc1cccc(COC(=O)c2ccccc2C(=O)c2ccccc2)c1
2	CCCNC(=O)C[C@@H]1CC[C@H]2NC[C@H](O)COC[C@@H]2O1
3	O=C(Nc1ccc2c3c(cccc13)CC2)C(Cl)(Cl)Cl
8	CC(C)C(C)NC(=O)CCc1ccc(C#N)cc1 (centres undefined)
-6	C/C(OC(=O)C12CC3CC(CC(C3)C1)C2)=C1/CCOC1=O
3	COc1cccc(CNC(=O)c2cccc(OC)c2)c1
-21	COc1ccc(OC)c(C(C)NC(=O)CCc2ncc(-c3ccc(F)cc3)o2)c1 (centres undefined)
1	Cc1ccc(-c2cc(C34CC5CC(CC(C5)C3)C4)nc3sc4c(c23)CCC4)cc1
-4	Cc1sc2ncn(CCC(=O)NCc3ccccc3CN(C)C)c(=O)c2c1C
-2	O=C(CSc1nc2ccccc2c2nc(=O)c(-c3ccccc3)nn12)NCc1ccc(F)cc1
1	O=C(CNc1nc(-c2ccccc2)nc2ccccc12)N1CCCC1
0	CC(CCc1ccccc1)NC(=O)c1cc2c(Cl)nc3ccccc3c2s1 (centres undefined)
1	C/C(CCc1ccc(OC(C)C)cc1)=N\O
9&6	CCc1cc2c(CN3CCN(c4ccccc4)CC3)cc(=O)oc2cc1O
-9	COc1cc(C(=O)N2CCC(CC(=O)NCCN(C)C)CC2)cc(OC)c1OC
9	CCC(Oc1ccccc1)C(=O)Nc1ccc(S(=O)(=O)NCC(=O)c2ccccc2)cc1 (centres undefined)
12	CCC(CC)NC(=O)COC(=O)c1ccc(C)c(C)c1
4	NS(=O)(=O)c1ccc(NC(=O)c2ccc([N+](=O)[O-])cc2[N+](=O)[O-])cc1
-1	O=C(O)COc1cccc(NS(=O)(=O)c2ccc(Br)cc2)c1
-7	Cc1ccc(S(=O)(=O)N2[C@@H](CCO)OC[C@H]2C(C)C)cc1
?	CCCOc1c(Cl)cc(C(=O)Nc2nnc(CC)s2)cc1OC
4	CC1CCCC(NC(=S)Nc2ccccc2)C1C (centres undefined)
9	CC(C)C1Cc2c(sc(N)c2C#N)CO1 (centres undefined)
2	O=C(OCc1ccc(F)cc1Br)c1ccc(CN2CCCC2=O)cc1
0	O=C(/C=C/c1ccccc1)NC(=S)NNC(=O)c1ccccc1
3	Cc1cccn2c(=O)c3cc(C(=O)N4CCN(c5ccccc5)CC4)sc3nc12
0	O=S(=O)(Cc1ccccc1)NCCNS(=O)(=O)Cc1ccccc1
8	Cc1cc(Cl)ccc1OCC(=O)N(Cc1ccc(Cl)cc1)CC1CCCO1 (centres undefined)
14	O=C(CN1CCN(c2ccc(F)cc2)CC1)Nc1ncc2c(n1)CCCC2=O
1	Cc1cc(C)cc(NC(=O)COC(=O)c2cccc(S(=O)(=O)N3CCc4ccccc43)c2)c1
12	CSc1ccc(CN2C(=O)CN(S(C)(=O)=O)CC2(C)C(=O)NCc2ccc(Cl)cc2)cc1 (centres undefined)
-4	CCCn1c(=O)c2ccccc2n(CC(=O)N(CC)c2cccc(C)c2)c1=O
6	CCCCCCCOc1ccc(S(=O)(=O)c2ccc(OCCCCCCC)cc2)cc1
13	Cn1c(Sc2cc(-c3ccccc3)c3ccccc3n2)nnc1-c1ccc(F)cc1
-2	O=C(O)CCC(=O)c1ccc(Br)cc1
0	CC(C)N(C)C1CCN(c2nc(-c3ccncc3)nc3ccccc23)CC1
1	Cc1oc(-c2ccccc2)nc1C(=O)Nc1ccc(S(=O)(=O)N(C)Cc2ccccc2)cc1
-3	CCc1ccc2occ(CC(=O)N(Cc3cccs3)C3CCS(=O)(=O)C3)c2c1 (centres undefined)
-1	COc1cccc(CN2c3ccccc3C3=C(C(c4ccccc4)C(C#N)=C(N)O3)S2(=O)=O)c1 (centres undefined)

# Quoted from the results shown for reference:
LDHA inh	smiles
9	CC(C)C1Cc2c(sc(N)c2C#N)CO1 (centres undefined)
2	O=C(OCc1ccc(F)cc1Br)c1ccc(CN2CCCC2=O)cc1
0	O=C(/C=C/c1ccccc1)NC(=S)NNC(=O)c1ccccc1
3	Cc1cccn2c(=O)c3cc(C(=O)N4CCN(c5ccccc5)CC4)sc3nc12
0	O=S(=O)(Cc1ccccc1)NCCNS(=O)(=O)Cc1ccccc1
8	Cc1cc(Cl)ccc1OCC(=O)N(Cc1ccc(Cl)cc1)CC1CCCO1 (centres undefined)
14	O=C(CN1CCN(c2ccc(F)cc2)CC1)Nc1ncc2c(n1)CCCC2=O
1	Cc1cc(C)cc(NC(=O)COC(=O)c2cccc(S(=O)(=O)N3CCc4ccccc43)c2)c1
12	CSc1ccc(CN2C(=O)CN(S(C)(=O)=O)CC2(C)C(=O)NCc2ccc(Cl)cc2)cc1 (centres undefined)
-4	CCCn1c(=O)c2ccccc2n(CC(=O)N(CC)c2cccc(C)c2)c1=O
6	CCCCCCCOc1ccc(S(=O)(=O)c2ccc(OCCCCCCC)cc2)cc1
13	Cn1c(Sc2cc(-c3ccccc3)c3ccccc3n2)nnc1-c1ccc(F)cc1
-2	O=C(O)CCC(=O)c1ccc(Br)cc1
0	CC(C)N(C)C1CCN(c2nc(-c3ccncc3)nc3ccccc23)CC1
1	Cc1oc(-c2ccccc2)nc1C(=O)Nc1ccc(S(=O)(=O)N(C)Cc2ccccc2)cc1
-3	CCc1ccc2occ(CC(=O)N(Cc3cccs3)C3CCS(=O)(=O)C3)c2c1 (centres undefined)

# Following part:
LDHA inh	smiles
0	Cc1cc(OC(C)C(=O)NCCCN(C)C)c2c(C)cc(=O)oc2c1 (centres undefined)
8	O=C(Nc1oc2ccccc2c(=O)c1-c1ccccc1)c1ccc(F)cc1
8	Cc1cccc(C(=O)OCc2ncc(-c3ccccc3)o2)c1O
-5&-1	O=[N+]([O-])c1ccc(/C=N/NC(=S)Nc2ccccc2)cc1
2	COc1ccc(N2C(=O)c3ccccc3NC2c2cnn(-c3ccccc3)n2)c(OC)c1 (centres undefined)
12	Cc1n[nH]c(=O)c2c(NC(=O)CSc3nnc(C4CC4)n3C3CC3)oc(C)c12
-3	COc1ccc(NC(=O)C(c2ccc(C(F)(F)F)cc2)n2c(=O)c(-c3ccco3)nc3ccccc32)cc1 (centres undefined)
-3	O=Cc1csc(-c2ccc(C(F)(F)F)cc2)n1
2	CCCNC(=O)Cn1ccc2cc(S(=O)(=O)N3CCCCC3)ccc21
7	CCN(CC)C(=O)CSc1nn(C)c2nc3c(c(=O)n12)C(C)(CC)Cc1ccccc1-3 (centres undefined)
0	COCCN1C(=O)c2ccccc2C(C(=O)Nc2ccc(NC(C)=O)cc2)C12CCCC2 (centres undefined)
-4	Cc1ccc(C=Nc2ccc(-c3ccc(N=Cc4ccc(C)s4)cc3)cc2)s1
4	COc1cc(C)c(C)cc1S(=O)(=O)N1CCN(c2c(C)cccc2C)CC1
1	COc1nc2ccccc2nc1N1CCC(C(=O)NCc2ccccc2C)CC1
-3	Cc1ccc(N(CC(=O)NCCN2CCOCC2)S(=O)(=O)c2ccc(Cl)cc2)cc1C
-4	COc1ccccc1NC(=O)N(C)CCc1noc(C(=O)NCc2ccccc2)n1
9	O=C(Nc1ccccc1)C(Sc1cccc[n+]1[O-])c1ccccc1 (centres undefined)
5	CCN(CC)C(=S)SC(C(N)=O)c1ccccc1 (centres undefined)
-4	O=C(Cc1cccc2ccccc12)NCCc1cccc2cccnc12
-9	CCN(CC)S(=O)(=O)c1ccc(-c2nc(C#N)c(NC3CC3)o2)cc1

# Some values from above.
# Result for CCN(CC)S(=O)(=O)c1ccc(-c2nc(C#N)c(NC3CC3)o2)cc1 under LDHA inh: -9
# Result for Cc1ccc(C=Nc2ccc(-c3ccc(N=Cc4ccc(C)s4)cc3)cc2)s1 under LDHA inh: -4

# (list continues)
LDHA inh	smiles
-12	COc1ccc(Nc2nc(-c3ccc(NC(C)=O)cc3)cs2)cc1
-2	O=C(O)C(Cc1c[nH]c2ccccc12)NCc1ccccc1 (centres undefined)
-4	Cc1c(C)n2c3c(=O)[nH]c(=O)n(C)c3nc2n1CCNc1ccc(Oc2ccccc2)cc1
-5	CCc1c(C)sc(NC(=O)C(C)(C)C)c1C#N
-6	COc1ccc(OCC(=O)NCc2ccco2)c(C(=O)O)c1
-2	Cc1scc(C(=O)NNC(=S)NC(C)C)c1C
2	COc1ccc(C2=C(C)C(=NC(C)C34CC5CC(CC(C5)C3)C4)NS2(=O)=O)cc1 (centres undefined)
0	C(=Nc1ccccc1)c1ccccc1OCc1ccccc1
8	CC(NC(=O)C1CCCCC1C(F)(F)F)C12CC3CC(CC(C3)C1)C2 (centres undefined)
8	CCOc1ccc(/C=C/c2nc(C#N)c(NCCN3CCOCC3)o2)cc1
2	CC(=O)Nc1cccc(-c2nc3ccccc3n2C(C)C(=O)NC(C)(C)C)c1 (centres undefined)
8	CN(C)C1(CNCc2csc(-c3ncccn3)n2)CCCC1
1	CCC1CCCCN1C(=O)CCc1ccsc1 (centres undefined)
0	CCn1c(C)cc(C(=O)COC(=O)c2c(C)nn(Cc3ccc(C)cc3)c2Cl)c1C
8	C/C(=N\O)c1ccc(C(C)C)cc1
7	CC(C)(CO)NC/C=C/c1ccccc1
-4	Nc1nccnc1C(=O)Nc1ccc(C(=O)NCC(F)(F)F)cc1
1	CCOC(=O)[C@]12CCC=C1N(Cc1ccc3c(c1)OCO3)C(=O)[C@H](CC(=O)NCCCOC)C2
4	O=C(Nc1nc(C2CC2)cs1)C1CC(=O)N(Cc2ccccn2)C1 (centres undefined)
13	O=C(Cn1ccc2c(Cl)cccc21)Nc1ccc2c(c1)OCCO2
5	Cn1cc(-c2cc3n(n2)CCC(=O)N3CC(=O)NC2CCCCC2)c2ccccc21
2	CCOC(=O)c1nc2ccccc2nc1NCc1ccco1
-19	Cc1oc2cc(OCC(=O)O)ccc2c(=O)c1-c1ccc(Br)cc1
